AMPAR-TARP mod: GluA2-stargazin AMPA receptor complex modulation; O88602+P19491; HEK293 GluA2+stargazin, membrane potential dye (FDSS), glutamate EC50; hits were called plate by plate, in both directions; calls only at 30 µM; actives 3.5% (n = 40,000);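 active means any of four per-well response measures lying three or more SD from its plate-wide compound average, in either direction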
AMPAR-TARP mod agonism max-min: further read-out of AMPAR-TARP mod, marked with its call; compound max-min signal; compound-alone response (agonism);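 unitless range of fluorescence divided by baseline over first 100 seconds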
AMPAR-TARP mod glutamate slope: second read-out of AMPAR-TARP mod, no call of its own (marks repeat the call); glutamate slope, % of max; measured here: glutamate response slope, % max;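 scaled per plate between vehicle wells and maximal 1 mM glutamate control wells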
Starred values were filed as active, the others as inactive; i = inactive; + = active, no number. Only part of the results is shown. The share of hits here may be higher or lower than overall.

SMILES	AMPAR-TARP mod	AMPAR-TARP mod agonism max-min	AMPAR-TARP mod glutamate slope
COc1cc(CCN2C(=O)c3cccc4cccc(c34)C2=O)c(S(=O)(=O)NCCCO)cc1OC	i	0.12	61
CCOC(=O)c1nnn(CC(=O)Nc2ccc(C(=O)OC)cc2)c1C(=O)OCC	i	0.048	47
COc1ccc(S(=O)(=O)N2CCC(C(=O)Nc3nccs3)CC2)cc1	i	0.1	41
Cc1cc(S(=O)(=O)N2CCC(c3nnc(C(C)C)o3)CC2)c(Cl)cc1Cl	i	0.079	54
COc1cc(C2C(C(N)=O)=C(C)Nc3ncnn32)ccc1OC(F)F (configuration not stated)	i	0.035	46
COc1ccc(NC(=O)c2ccccc2NS(=O)(=O)c2ccc(F)cc2)c([N+](=O)[O-])c1	i	0.085	48
O=C(Nc1ccc2ncsc2c1)c1ccc2c(c1)CCCC2	i	0.033	45
COc1ccc(S(=O)(=O)CCCC(=O)Nc2sc3c(c2C(N)=O)CCCC3)cc1	i	0.065	54
O=C(/C=C/c1cccs1)N1CCN(c2ccc(-c3cccnc3)nn2)CC1	i	0.042	19
CC(O)(CNS(=O)(=O)c1c(F)cccc1F)c1ccc2c(c1)OCO2 (configuration not stated)	i	0.12	48
O=C(c1ccc(F)cc1)N1CCc2cc(S(=O)(=O)NC3CCCC3)ccc21	i	0.095	73
COc1ccc(NC(=O)CN2N=NC3C(=O)N(c4ccc(F)c(Cl)c4)C(=O)C32)cc1 (configuration not stated)	i	0.1	57
COc1ccc(CNC(=O)C(=O)Nc2ccc(F)c([N+](=O)[O-])c2)cc1	i	0.097	65
COc1ccc(S(=O)(=O)CCC(=O)Nc2nc3c(s2)COc2ccccc2-3)cc1	i	0.098	68
O=C(Nc1ccc(Cl)cc1Cl)c1ccc(=O)n(Cc2cccc([N+](=O)[O-])c2)c1	i	0.096	39
CS(=O)(=O)N1CCCc2ccc(NC(=O)C(=O)NCCO)cc21	i	0.057	48
CCOc1ccc2ccccc2c1C(=O)Nc1ccc(CC(=O)N2CCCC2)cc1	i	0.022	23
COC(=O)c1sccc1S(=O)(=O)NCC1CCN(C(=O)/C=C/c2ccco2)CC1	i	0.035	54
O=C(c1ccsc1)N(CCc1ccccc1)Cc1ccccn1	i	0.078	43
COc1cc(/C=C2\SC(=S)N(c3ccccc3C)C2=O)cc(OC)c1OC	i	0.076	57
COc1ccc(C(=O)NCc2nnc(SC)n2C2CCCCC2)cc1	i	0.035	52
CCn1nnc2c(N3CCN(c4cccc(Cl)c4)CC3)ncnc21	i	0.11	64
COc1ccc(OC)c2sc(N(Cc3ccncc3)C(=O)/C=C/c3cccs3)nc12	i	0.057	44
COc1ccc(CNC(=O)CN2C(=O)c3ccccc3S2(=O)=O)cc1	i	0.092	50
O=C(NCCn1ncc2c(N3CCN(c4ncccn4)CC3)ncnc21)c1cnccn1	i	0.081	64

Sorted by SMILES length (high to low): some entries from above.
SMILES	AMPAR-TARP mod	AMPAR-TARP mod agonism max-min	AMPAR-TARP mod glutamate slope
COc1ccc(NC(=O)c2ccccc2NS(=O)(=O)c2ccc(F)cc2)c([N+](=O)[O-])c1	i	0.085	48
COc1cc(CCN2C(=O)c3cccc4cccc(c34)C2=O)c(S(=O)(=O)NCCCO)cc1OC	i	0.12	61
COc1ccc(NC(=O)CN2N=NC3C(=O)N(c4ccc(F)c(Cl)c4)C(=O)C32)cc1 (configuration not stated)	i	0.1	57
COC(=O)c1sccc1S(=O)(=O)NCC1CCN(C(=O)/C=C/c2ccco2)CC1	i	0.035	54
COc1ccc(S(=O)(=O)CCCC(=O)Nc2sc3c(c2C(N)=O)CCCC3)cc1	i	0.065	54
COc1ccc(CNC(=O)C(=O)Nc2ccc(F)c([N+](=O)[O-])c2)cc1	i	0.097	65
O=C(NCCn1ncc2c(N3CCN(c4ncccn4)CC3)ncnc21)c1cnccn1	i	0.081	64
O=C(c1ccc(F)cc1)N1CCc2cc(S(=O)(=O)NC3CCCC3)ccc21	i	0.095	73
COc1cc(/C=C2\SC(=S)N(c3ccccc3C)C2=O)cc(OC)c1OC	i	0.076	57
CC(O)(CNS(=O)(=O)c1c(F)cccc1F)c1ccc2c(c1)OCO2 (configuration not stated)	i	0.12	48
COc1ccc(S(=O)(=O)N2CCC(C(=O)Nc3nccs3)CC2)cc1	i	0.1	41
COc1ccc(CNC(=O)CN2C(=O)c3ccccc3S2(=O)=O)cc1	i	0.092	50
CS(=O)(=O)N1CCCc2ccc(NC(=O)C(=O)NCCO)cc21	i	0.057	48
CCn1nnc2c(N3CCN(c4cccc(Cl)c4)CC3)ncnc21	i	0.11	64
COc1ccc(C(=O)NCc2nnc(SC)n2C2CCCCC2)cc1	i	0.035	52
O=C(Nc1ccc2ncsc2c1)c1ccc2c(c1)CCCC2	i	0.033	45
O=C(c1ccsc1)N(CCc1ccccc1)Cc1ccccn1	i	0.078	43

Next part
SMILES	AMPAR-TARP mod	AMPAR-TARP mod agonism max-min	AMPAR-TARP mod glutamate slope
CCOC(=O)CCn1c(=O)c2c(nc3n(-c4cc(OC)ccc4OC)c(C)c(C)n23)n(C)c1=O	i	0.085	67
CC(C)(C)NC(=O)N1CCC(CNC(=O)C(=O)Nc2cc(F)ccc2F)CC1	i	0.075	62
Cc1cc(F)ccc1S(=O)(=O)NCC1CCN(C(=O)Oc2ccccc2)CC1	i	0.16	60
COCCCn1c(C(=O)NCC2COc3ccccc3O2)cc2c(=O)n(C)c(=O)n(C)c21 (configuration not stated)	i	0.14	50
CC(=O)Nc1cc([N+](=O)[O-])ccc1O	i	0.031	36
Cc1nc(NCc2ccco2)nc(N2CCCCC2)c1[N+](=O)[O-]	i	0.12	71
O=S(=O)(NC1CCCC(O)C1)c1c(F)cccc1F (configuration not stated)	i	0.17	54
Cc1noc(C)c1S(=O)(=O)NCC(O)c1cccn1C (configuration not stated)	i	0.12	59
COc1cc(Br)cc2cc(C(=O)CS(=O)(=O)c3ccc(C(C)(C)C)cc3)c(=O)oc12	i	0.032	35
O=C1CC(C2CCCC=C2N2CCOCC2)C(=O)N1C1CCCCC1 (configuration not stated)	i	0.078	48
COc1ccc(C)c2sc(N(CCN3CCOCC3)C(=O)c3ccc(Cl)cc3)nc12	i	0.11	62
COc1ccccc1C(=O)N1CCN(c2ccc(NCC3CCCO3)nn2)CC1 (configuration not stated)	i	0.12	52
COc1ccc(C)cc1NC(=O)CCc1csc(NC(=O)c2cccs2)n1	i	0.13	59
O=C(CCOc1ccccc1)N(CCN1CCOCC1)c1nc2c(F)cccc2s1	i	0.06	69
CCCS(=O)(=O)N1CCN=C1SCc1c(F)cccc1Cl	i	0.079	51
Cn1c(=O)c2c(nc(N3CCOCC3)n2CCSc2ncccn2)n(C)c1=O	+	0.37*	91*
COc1cc2ccccc2cc1C(=O)Nc1nnc(-c2cc(C)ccc2C)o1	i	0.095	69
COc1ccc(-c2cc(C(F)F)n3ncc(C(=O)N4CCN(Cc5ccccc5)CC4)c3n2)cc1	i	0.033	37
CN(C)CCNC(=O)C(=O)Nc1c2c(nn1-c1cccc(Cl)c1)CSC2	i	0.036	61
CC(=O)NC(=S)Nc1ccccc1-c1nc2ccccc2s1	i	0.08	47
O=C(OCN1C(=O)c2ccccc2C1=O)C1CCCCC1	i	0.13	67
COc1ccc(C(CNS(=O)(=O)c2ccc(Br)cc2)N2CCN(C)CC2)cc1 (configuration not stated)	i	0.042	50
CCOc1cc(C2NC(=O)NC(C)=C2C(=O)OC(C)C)ccc1OCc1ccccc1 (configuration not stated)	i	0.11	71
CC(C)S(=O)(=O)c1ccc(C(=O)Nc2ccccc2-c2nc3ccccc3[nH]2)cc1	i	0.1	55
N#Cc1ccc(C(=O)N(Cc2ccncc2)c2nc3c(F)cccc3s2)cc1	+	0.1*	67*

Sorted by count of non-hydrogen atoms (falling): some entries from above
SMILES	AMPAR-TARP mod	AMPAR-TARP mod agonism max-min	AMPAR-TARP mod glutamate slope
COc1ccc(C)c2sc(N(CCN3CCOCC3)C(=O)c3ccc(Cl)cc3)nc12	i	0.11	62
N#Cc1ccc(C(=O)N(Cc2ccncc2)c2nc3c(F)cccc3s2)cc1	+	0.1*	67*
CN(C)CCNC(=O)C(=O)Nc1c2c(nn1-c1cccc(Cl)c1)CSC2	i	0.036	61

Later entries.
SMILES	AMPAR-TARP mod	AMPAR-TARP mod agonism max-min	AMPAR-TARP mod glutamate slope
O=S(=O)(Oc1c(Cl)cc(Cl)c2cccnc12)N1CCCCC1	+	0.25*	66*
COc1ccc(C(=O)COc2ccc3c(c2)O/C(=C\c2ccc(OC)c(OC)c2)C3=O)cc1	i	0.12	65
O=c1ccc(-c2ccco2)nn1CCCNS(=O)(=O)c1ccc(C(F)(F)F)cc1	i	0.12	71
COCCNC(=O)Cn1cc(-c2nnc(C)o2)c2ccccc21	i	0.089	58
COc1ccc(SCC(=O)Nc2nnc(-c3ccc(C)cc3C)o2)cc1	i	0.091	68
COc1ccccc1/C=C/C(=O)Oc1c(C)cccc1C	i	0.072	57

Source: PubChem BioAssay
